# Compound activity (PubChem BioAssay)
# GLP-1R inv ag = qHTS of GLP-1 Receptor Inverse Agonists (Inhibition Mode) | HEK293 GLP-1R CRE-luciferase, luminescence, 24 h; GLP-1R form is constitutively active | Potency, µM (highest dose often 38.3 µM), inactives show top-dose activity change, negative = inhibition, actives largely listed as inhibitors | 410,000 tested, 1.6% active | AID 624417, 2012; further: on the % scale 0 is the no-effect control and ±100 the full control effect; nearly all actives have a fitted effect of over 55% in size
# Target sequence (P43220 whole entry, looked up): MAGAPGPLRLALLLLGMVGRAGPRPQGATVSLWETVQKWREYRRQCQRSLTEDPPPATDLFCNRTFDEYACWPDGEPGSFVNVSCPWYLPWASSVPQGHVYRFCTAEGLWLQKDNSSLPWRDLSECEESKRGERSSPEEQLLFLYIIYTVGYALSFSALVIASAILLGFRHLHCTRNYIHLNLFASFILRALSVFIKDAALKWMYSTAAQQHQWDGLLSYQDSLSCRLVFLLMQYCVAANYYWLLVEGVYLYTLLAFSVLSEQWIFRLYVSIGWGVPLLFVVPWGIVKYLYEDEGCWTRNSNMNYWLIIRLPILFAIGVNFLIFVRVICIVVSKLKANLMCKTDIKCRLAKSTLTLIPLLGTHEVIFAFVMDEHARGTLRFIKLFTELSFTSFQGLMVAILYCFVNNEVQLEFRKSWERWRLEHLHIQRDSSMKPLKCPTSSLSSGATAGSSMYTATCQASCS
#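 qHTS in 1536-well format: reporter HEK293 cells expressing constitutive GLP-1R activity in DMEM + 10% Nu serum, 24 hr with compounds at 37 deg C, luminescence read after 12 min with detection reagent.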
# GLP1R cytotox = qHTS of GLP-1 Receptor Inverse Agonists: Cytotox Screen. AID 624418, 2012. Potency, µM (titrated, usually from 38.3 µM), without a hit: at the highest dose activity change, negative = inhibition, usual class: inhibitors. 410,000 tested, 0.13% active. HEK293 cAMP-luciferase reporter cells, luminescence, 24 h;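 further: loss of luciferase light is scored as toxicity; on the % scale 0 is the no-effect control and ±100 the full control effect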
#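 Compound-treated cells are incubated 24 hr at 37 deg C under 5% CO2 after a 12 hour attachment period, then luciferase detection reagent is added and luminescence is measured following 12 min at room temperature; lowered signal indicates toxicity.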
# KB-V1 cytotox = qHTS assay for MDR1-selective chemotherapeutics: Primary screen using the drug-selected MDR subline cells KB-V1; KB-V1 MDR cells viability, CellTiter-Glo, 72 h; Potency, µM (highest dose often 46.1 µM), for inactives: at the highest dose activity change, negative = cytotoxicity, hits mostly cytotoxic; 400,000 tested, 3.4% active; AID 1347076, 2019; further: on the % scale 0 is the no-effect control and ±100 the full control effect; nearly all actives have a fitted effect of over 60% in size
#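 qHTS viability screen in drug-selected KB-V1 MDR cells: 72 h compound treatment at 37 degrees C, ATP luminescence end point.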
# GLP1R ag = qHTS of GLP-1 Receptor Agonists; Glucagon-like peptide 1 receptor (Homo sapiens), P43220; HEK293 GLP-1R CRE-luciferase, luminescence, 4-6 h; cells express a hypersensitive GLP-1R form; Potency, µM (series often up to 45.6 µM), for inactives: top-dose activation, most hits filed as activators; 380,000 tested, 0.007% active; further: % of control where 0% means no effect
# KB-3-1 tox = qHTS assay for MDR1-selective chemotherapeutics: Primary screen using the parental adenocarcinoma cell KB-3-1. KB-3-1 viability, CellTiter-Glo ATP luminescence, 72 h. Potency, µM (titrated, usually from 46.1 µM), for the others: top-dose activity change, negative = cytotoxic, hits mostly cytotoxic. 400,000 tested, 1.4% active. AID 1347075, 2019; further: on the % scale 0 is the no-effect control and ±100 the full control effect; nearly all actives have a fitted effect of over 60% in size
#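 Using CellTiter-Glo luminescence, growth of non-resistant KB-3-1 adenocarcinoma cells is assessed 72 h after pin-tool compound addition at 37 °C. Normalized responses across the concentration series yield fitted curves.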
# HT1080 IDH1KD tx = qHTS for induction of synthetic lethality in tumor cells producing 2HG: qHTS for the HT-1080-IDH1KD cell line; 360,000 tested, 2% active; AID 686971, 2013; Potency, µM (titrated, usually from 46.1 µM), for the others: at the top dose activity, negative = toxicity, usual class: cytotoxic; HT-1080 IDH1 knockdown viability, ATP luminescence, 48 h;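 further: 0% = DMSO wells and -100% = cell-free medium wells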
#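 Using the IDH1-knockdown HT-1080 line run in the same batch and compound series as the NT line, viability after 48 h at 37 °C was determined by CellTiter-Glo luminescence and expressed as % activity.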
# HT1080NT lethal = qHTS for induction of synthetic lethality in tumor cells producing 2HG: qHTS for the HT-1080-NT fibrosarcoma cell line. HT-1080-NT fibrosarcoma viability, CellTiter-Glo ATP luminescence, 48 h. 360,000 tested, 1.6% active. Potency, µM (highest dose often 46.1 µM), without a hit: top-dose activity, negative = less viability, actives largely listed as cytotoxic;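 further: NT is the 2HG producing partner of a matched IDH1 knockdown line; 0% = DMSO-treated cells and -100% = media-only wells without cells; nearly all actives have a fitted effect of over 55% in size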
#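 Compounds were tested in concentration-response format on HT-1080-NT cells for 48 hours at 37 degrees C. Cell viability came from CellTiter-Glo luminescence; curves were classified by r2, response magnitude and activity.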
# TDP43 rescue = qHTS of TDP-43 Inhibitors. TDP-43 expressing yeast growth rescue, BacTiter-Glo, 24 h. Potency, µM (titrated, usually from 46.1 µM), for inactives: at the top dose growth rescue (activation), usual class: activators. 410,000 tested, 1.8% active. AID 652104, 2013; further: % of control where 0% means no effect; nearly all actives have a fitted effect of over 50% in size
#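 Luminescence from BacTiter-Glo reports growth of TDP-43-expressing yeast after 24 hr at 30 deg C with compound. Cells were raffinose-pregrown to mid-log, then seeded in galactose medium at OD600=0.02.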
# SW480 rereplic = A quantitative high throughput screen for small molecules that induce DNA re-replication in SW480 colon adenocarcinoma cells. Potency, µM (titrated, usually from 46.1 µM), without a hit: at the top dose re-replication activation, most hits filed as activators. 340,000 tested, 1.8% active. SW480 DNA re-replication, Hoechst DNA content imaging, 48 h. AID 624297, 2012; further: % of control where 0% means no effect; nearly all actives have a fitted effect of over 55% in size
#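 Treated cells incubate 48 hr (37 C, 5% CO2), are stained 40 min with Hoechst, and nuclear fluorescence is enumerated; a rise in nuclei with high DNA signal marks re-replication.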
# * hit, by the source's call; ? = inconclusive; . = not tested or not shown; [ ] = dose if it differs, or a comment. The call rests on the fitted dose curve; in most records, active means well fitted curve in the direction sought with a large enough effect; inconclusive means small, poorly fitted or top-dose-only effect, or another doubt; inactive means no such curve, though single readings can be large; an effect the other way counts as inactive or inconclusive. Potency means the concentration at half of the fitted maximal effect. Not a hit list; overall some 9.4% were active at least once.
compound,KB-V1 cytotox,HT1080 IDH1KD tx,SW480 rereplic,GLP-1R inv ag,GLP1R ag,TDP43 rescue,GLP1R cytotox,KB-3-1 tox,HT1080NT lethal
COc1ccc(C(=O)NNC(=O)CSc2nnc(-c3cccnc3)n2C)cc1,5%,-1%,-58%[inhibitor],2%,-4%,-5%,6%,-1%,0%
COc1ccc(OC)c(CN2CCCC(CCC(=O)N(C)CCc3ccccn3)C2)c1 (stereo not given),-21%,0%,?,-18%,1%,-4%,-10%,-1%,-5%
O=C(CCN1C(=O)NC2(CCCC2)C1=O)Nc1ccc(-c2nc3ccccc3s2)cc1,-7%,15%,16µM*,?,-8%,7%,?,-1%,13%
CC1(CCc2ccccc2)NC(=O)N(CC(=O)O)C1=O (stereo not given),1%,9%,1%,-9%,-3%,14%,-7%,3%,7%
Cc1noc(C)c1S(=O)(=O)Nc1ccc(C(=O)Nc2ccc(OC(F)(F)F)cc2)cc1,6%,?,19%,?,0%,?,-17%,-4%,-26%
Cc1ccc(C(=O)NCN2CCN(c3ccccc3)CC2)cc1,8%,7%,0%,5%,-9%,10%,10%,1%,3%
Clc1ccc(-c2ccc(CNCc3ccccn3)o2)cc1,-1%,5%,-7%,-5%,2%,-5%,-4%,-3%,0%
CCc1nc(SCc2ccc(C(=O)OC)o2)c2c(=O)n(C)c(=O)n(C)c2n1,0%,6%,-7%,11%,6%,23%,4%,31%,-7%
CCc1ccccc1NC(=O)COc1ccc2c(=O)c(Oc3cc(C)ccc3C)coc2c1,0%,-10%,-5%,8%,-2%,-30%,-1%,0%,-3%
Cc1ccccc1-c1nc(CS(=O)(=O)CC(=O)N2CCN(C)CC2)c(C)o1,17%,-2%,0%,-9%,-1%,-23%,-4%,0%,-9%
Cc1ccc(-c2nnn(C(C)C(=O)N3c4ccccc4CCc4ccccc43)n2)cc1 (stereo not given),?,-8%,2%,?,-21%,1%,3%,?,-16%
Cc1c(NC(=O)c2cc3c(s2)CCCC3)c(=O)n(-c2ccccc2)n1C,?,1%,3%[1.84 µM],6%,-2%,.,3%,0%,1%
C=CCn1c(SCC(=O)c2c(N)n(C3CC3)c(=O)[nH]c2=O)nnc1-c1ccc(OC)cc1,11%,4%,-73%[inhibitor],66%[activator],1%,-25%,22%,4%,2%
COc1ccc(NC(=O)CC2SC(N3CCOCC3)=NC2=O)cc1OC (stereo not given),?,2%,?,2%,1%,10%,2%,-4%,7%
CC1c2ccsc2CCN1S(=O)(=O)c1ccccc1 (stereo not given),-2%,-13%,-66%[inhibitor],?,4%,0%,3%,3%,-2%
CCOc1c(O)ccc(C2NC(=O)N(C)C(C)=C2C(=O)OC)c1[N+](=O)[O-] (stereo not given),1%,-4%,?,-3%,5%,-14%,-18%,0%,2%
CC(C)Cc1ccc(CN2CCCC(NC(=O)c3nn(C)c(=O)c4ccccc34)C2)cc1 (stereo not given),-4%,-1%,?,?,3%,2%,0%,-5%,-8%
NS(=O)(=O)c1ccc(CCNC(=O)[C@@H]2CCCN2S(=O)(=O)c2ccccc2F)cc1,-7%,0%,-22%,0%,-8%,-19%,6%,-5%,-6%
CN(C)CCCN1C(=O)C2CCc3[nH]c4ccccc4c3C2C1=O (stereo not given),-3%,-5%,23%,5%,2%,-22%,-2%,20%,-8%
CCOC(=O)c1cnc(-c2cccc(OC)c2)[nH]c1=O,19%,-3%,-3%,3%,-9%,-8%,5%,17%,-1%

compound,KB-V1 cytotox,HT1080 IDH1KD tx,SW480 rereplic,GLP-1R inv ag,GLP1R ag,TDP43 rescue,GLP1R cytotox,KB-3-1 tox,HT1080NT lethal
COC(=O)c1ccc(S(=O)(=O)N2CCCN(Cc3ccc(F)cc3)CC2)n1C,-1%,-4%,-1%,-21%,8%,12%,2%,-24%,-11%
CC(C)C(=O)Nc1cc(C(F)(F)F)ccc1N1CCOCC1,-1%,1%[9.24 µM],2%,7%,0%,6%,3%,-8%,-3%
Cc1c(/C(O)=C2/C(=O)C(=O)N(CCN3CCOCC3)C2c2ccccn2)cnn1-c1ccccc1 (stereo not given),?,27%,4%,?,-7%,-14%,1%,-2%,6%
CCCC(=O)Nc1cc(-c2nn(C)c(=O)c3ccccc23)ccc1N1CCOCC1,-32%,-8%,1%,48%[activator],6%,-14%,62%[activator],-3%,0%
ClC(Cl)(c1nnnn1-c1ccccc1)c1nnnn1-c1ccccc1,-10%,6.5µM*,13µM*,?,-43%[inhibitor],-93%[inhibitor],?,4%,?
N#C/C(=C\c1c(N2CCCCC2)nc2ccccn2c1=O)S(=O)(=O)c1ccccc1,1%,-15%,-13%,2%,16%,28%,-15%,0%,-7%
Cc1cccc(NC(=O)c2ccc(NS(=O)(=O)c3cccc4cccnc34)cc2)c1,-3%,-20%,5%[1.84 µM],?,-3%,.,-15%,1%,?
O=C(O)c1cccc(-n2cccc2/C=C2\NC(=O)N(Cc3ccc(F)cc3)C2=O)c1,13%,-9%,-6%,-10%,1%,-11%,1%,2%,-15%
CC(C)NC(=O)N(C)C[C@H]1Oc2ccc(NC(=O)C3CC3)cc2C(=O)N([C@H](C)CO)C[C@@H]1C,6%,-1%,-12%,25%,-1%,-19%,-9%,-4%,-4%
Cc1ccc(S(=O)(=O)N2C3CCCCC3O[C@H]2CC(=O)c2ccccc2)cc1 (stereo not given in full),?,-22%,.,?,.,3%,-19%,0%,?
CCCCSCCCNC(=O)CN1C(=O)COc2ccc(S(=O)(=O)N3CCC(C)CC3)cc21,?,.,.,-2%,5%,-23%,5%,-1%,.
CCOc1cc(NC(=S)Nc2cccc(C)c2)c(OCC)cc1NC(=O)CC(C)C,3.3µM*,-5%,21%,0%,-2%,0%,-16%,4%,?
CC(C)N(Cc1nc(-c2ccc3c(c2)OCO3)no1)CC1CCC(=O)N1 (stereo not given),?,-15%,-3%,10%,6%,11%,0%,1%,-2%
CN1CCN(c2ccc(NC(=O)c3ccc(-c4ccc(Cl)cc4)o3)cc2)CC1,?,8.2µM*,?,4µM*,27%,1%,?,?,5.8µM*
O=C1c2ccncc2C(=O)N1CNc1ccc(Cl)cc1,26%,-11%,-10%,-2%,3%,-5%[9.22 µM],2%,7%,-14%
CCOC(=O)C1CN(S(=O)(=O)c2ccc(C)cc2)C1,10%,17%,-8%,11%,-5%,3%,-2%,2%,5%
COc1ccc(CNC(=O)C/C(C)=N/NC(=O)C(c2ccccc2)c2ccccc2)cc1,23%,-2%,0%,-3%,0%,15%,29%,-2%,1%
Cc1ccc(C)c(Nc2ncnc3c2cnn3-c2ccc(F)cc2)c1,0%,.,.,16%,.,11%,-2%,1%,.
O=C(Nc1nc(-c2ccncc2)cs1)c1ccc(F)cc1,-26%,3%,7%,14%,-2%,5%,7%,11%,1%
O=C(NCc1ccco1)c1ccc(Cl)s1,7%,-1%,-4%,-47%,13%,-1%,-6%,-10%,2%

# A second format for part of the listing above:
CCOC(=O)C1CN(S(=O)(=O)c2ccc(C)cc2)C1
- KB-V1 cytotox = 10%
- HT1080 IDH1KD tx = 17%
- SW480 rereplic = -8%
- GLP-1R inv ag = 11%
- GLP1R ag = -5%
- TDP43 rescue = 3%
- GLP1R cytotox = -2%
- KB-3-1 tox = 2%
- HT1080NT lethal = 5%
N#C/C(=C\c1c(N2CCCCC2)nc2ccccn2c1=O)S(=O)(=O)c1ccccc1
- KB-V1 cytotox = 1%
- HT1080 IDH1KD tx = -15%
- SW480 rereplic = -13%
- GLP-1R inv ag = 2%
- GLP1R ag = 16%
- TDP43 rescue = 28%
- GLP1R cytotox = -15%
- KB-3-1 tox = 0%
- HT1080NT lethal = -7%
CCCCSCCCNC(=O)CN1C(=O)COc2ccc(S(=O)(=O)N3CCC(C)CC3)cc21
- KB-V1 cytotox = ?
- HT1080 IDH1KD tx = .
- SW480 rereplic = .
- GLP-1R inv ag = -2%
- GLP1R ag = 5%
- TDP43 rescue = -23%
- GLP1R cytotox = 5%
- KB-3-1 tox = -1%
- HT1080NT lethal = .

# Next part.
compound,KB-V1 cytotox,HT1080 IDH1KD tx,SW480 rereplic,GLP-1R inv ag,GLP1R ag,TDP43 rescue,GLP1R cytotox,KB-3-1 tox,HT1080NT lethal
CCOc1nc2cnccc2n(CC(=O)Nc2ccccc2C(=O)OC)c1=O,14%,1%,-22%,10%,-6%,5%,1%,-1%,-1%
O=C(NCc1nnnn1-c1ccc(F)c(F)c1)c1cc2ccccc2o1,?,0%,-13%,-18%,-14%,13%,9%,12%,-1%
COc1ccc(NC(=S)Nc2ccccn2)cc1,3%,15%,1%,?,11%,20%,?,0%,-15%
O=C(NCc1ccccn1)[C@@H]1CCCN1C(=O)[C@@H]1CCCN1C(=O)c1ccc(Cl)cc1,0%,11%,.,18%,-1%,16%,3%,16%,21%
CCCC(c1nnnn1CS(=O)(=O)c1ccc(C)cc1)N1CCC(C(N)=O)CC1 (stereo not given),-2%,4%,?,-20%,24%,-23%,1%,-4%,-9%
CCOC(=O)CNC(=O)c1cn(C)c(=O)c2cc(OC)c(OC)cc12,6%,17%,-26%,10%,-6%,2%,3%,1%,16%
COc1ccc(-c2nn(-c3ccccc3)cc2CNC(C)Cn2cncn2)c(F)c1 (stereo not given),-4%,4%,0%,-18%,0%,3%,0%,15%,-1%
COC(=O)c1ccc(NC(=O)CSCc2ccc(C)cc2)cc1,-6%,-16%,-1%,0%,1%,16%,2%,-3%,-10%
COc1ccc(/C=C/C(=O)Nc2ccccc2C(=O)N2CCCC2)cc1,24%,0%,-13%,0%,-11%,0%,1%,-5%,18%
Cc1cc(NC(=O)Nc2ccc(F)c(Cl)c2)no1,1%,-25%,-1%,6%,-14%,-5%,3%,-1%,0%[9.24 µM]
CC(C)CSc1nnc(-c2ccccc2)c(-c2ccccc2)n1,5%,.,.,?,.,19%,31%[activator],-19%,.
COc1ccc2nc(SC)cc(C)c2c1,-1%,2%,-11%,5%,1%,?,9%,-5%,8%
